KCNK3 block: human KCNK3 channel inhibition, primary screen; O14649; CHO-KCNK3 thallium flux, FluxOR fluorescence; hits give low values; B-score at 10 µM; hit rate 0.84% among 340,000;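 active = B-score under library mean minus 4 SD, starting fluorescence ratio at most library mean plus 5 SD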;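 note: more negative B-score means stronger inhibition of thallium flux through KCNK3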
ANO1 block: blocks the mouse calcium-activated chloride channel TMEM16A; HEK293 TMEM16A/YFP iodide influx fluorescence, ionomycin; normalized B-score (activity score, 25-100; higher = stronger inhibition) at 10 µM; hit rate 1.2% among 310,000;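 active = ratio plate-corrected score three or more library SD toward inhibition, starting fluorescence score within five deviations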;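 note: score derived from kinetic fluorescence span divided by baseline fluorescence per well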
ANO1 activ: mouse TMEM16A channel activation, primary screen; Q8BHY3; HEK293 TMEM16A/YFP-H148Q/I152L, iodide quench fluorescence; hits give low values; B-score at 10 µM; hit rate 0.3% among 340,000; AID 623877;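 active = fluorescence-ratio B-score plate-corrected deviation score at least 3 library SD below zero, with starting fluorescence score within 5 deviations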;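 note: channel opened by trigger with iodide after compound preincubation; score built on the fluorescence ratio of max minus min over baseline; more negative score means more quench and so TMEM16A activation or potentiation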
HDAC3 inhib: blocks human histone deacetylase 3. O15379. recombinant HDAC3, fluorogenic peptide/trypsin coupled, fluorescence. hit rate 0.15% among 320,000. AID 2718. inhibition, % at 8.3 µM; in the data active = inhibition above about 26%, passing the limit was not always enough
KCNK9 inh: blocks the human KCNK9 two-pore domain potassium channel. HEK293 KCNK9, FluxOR thallium flux fluorescence; hits give low values. B-score at 10 µM. Q9NPC2. hit rate 1.2% among 310,000;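 active = ratio B-score over 3 SD below the library mean, with starting fluorescence within 5 SD of its mean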;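 note: negative B-score means less thallium flux so channel inhibition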
TRPC4 agonist: activators of mouse TRPC4 channel. HEK293 TRPC4beta/mu-opioid, Fluo4 calcium fluorescence; hits give high values. B-score at 10 µM. hit rate 0.49% among 310,000. Q9QUQ5;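 active = B-score above 5 SD of library B-scores, and initial fluorescence ratio not above library mean plus 5 SD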;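 note: positive B-score marks a calcium rise read as TRPC4 activation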
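Incubation: 45 min room-temperature Fluo4 loading, 110 s read / System: HEK293 cells stably co-expressing mouse TRPC4beta and mu-opioid receptor / Signal: Fluo4 fluorescence, kinetic / Control set: buffer (low) and maximal DAMGO (high) / Measure: integrated baseline-normalised fluorescence ratio, converted to per-well B score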
TRPC4 potent: allosterically enhances the mouse TRPC4 cation channel; Q9QUQ5; HEK293 TRPC4beta/mu-opioid, DAMGO EC20, Fluo-4 Ca2+ flux; hits give high values; B-score at 10 µM; hit rate 0.42% among 310,000; AID 2227;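 active = B-score of calcium response area above 5 SD of library B-scores, with initial fluorescence ratio within 5 SD of library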;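 note: B-score of integrated fluorescence ratio over time as area under calcium response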
KCNQ1 block: blocks the human KCNQ1 potassium channel; P51787; CHO-K1 KCNQ1, FluxOR thallium flux fluorescence; hits give high values; B-score at 10 µM; hit rate 1.3% among 310,000; AID 2642;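 active = compounds whose thallium flux B-score, printed positive for inhibition, exceeds three library SD while starting fluorescence stays within three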;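 note: channel opened by potassium depolarization with thallium stimulus after 20 min compound exposure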
hERG protect: shields human hERG channel from block by proarrhythmic agents; hit rate 0.51% among 310,000; activation (rescue from dofetilide block), less the hit threshold, % at 10 µM; CHO-hERG, FluxOR thallium flux, dofetilide IC70 present; AID 1511;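 active = activation above the mean of controls blocked by dofetilide plus 5 SD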;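 note: thallium influx through hERG after potassium depolarization seen as dye fluorescence rise; in these data hits start at about 4.7%; inactives centre near -7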
Target sequence (Q12809 whole entry, looked up): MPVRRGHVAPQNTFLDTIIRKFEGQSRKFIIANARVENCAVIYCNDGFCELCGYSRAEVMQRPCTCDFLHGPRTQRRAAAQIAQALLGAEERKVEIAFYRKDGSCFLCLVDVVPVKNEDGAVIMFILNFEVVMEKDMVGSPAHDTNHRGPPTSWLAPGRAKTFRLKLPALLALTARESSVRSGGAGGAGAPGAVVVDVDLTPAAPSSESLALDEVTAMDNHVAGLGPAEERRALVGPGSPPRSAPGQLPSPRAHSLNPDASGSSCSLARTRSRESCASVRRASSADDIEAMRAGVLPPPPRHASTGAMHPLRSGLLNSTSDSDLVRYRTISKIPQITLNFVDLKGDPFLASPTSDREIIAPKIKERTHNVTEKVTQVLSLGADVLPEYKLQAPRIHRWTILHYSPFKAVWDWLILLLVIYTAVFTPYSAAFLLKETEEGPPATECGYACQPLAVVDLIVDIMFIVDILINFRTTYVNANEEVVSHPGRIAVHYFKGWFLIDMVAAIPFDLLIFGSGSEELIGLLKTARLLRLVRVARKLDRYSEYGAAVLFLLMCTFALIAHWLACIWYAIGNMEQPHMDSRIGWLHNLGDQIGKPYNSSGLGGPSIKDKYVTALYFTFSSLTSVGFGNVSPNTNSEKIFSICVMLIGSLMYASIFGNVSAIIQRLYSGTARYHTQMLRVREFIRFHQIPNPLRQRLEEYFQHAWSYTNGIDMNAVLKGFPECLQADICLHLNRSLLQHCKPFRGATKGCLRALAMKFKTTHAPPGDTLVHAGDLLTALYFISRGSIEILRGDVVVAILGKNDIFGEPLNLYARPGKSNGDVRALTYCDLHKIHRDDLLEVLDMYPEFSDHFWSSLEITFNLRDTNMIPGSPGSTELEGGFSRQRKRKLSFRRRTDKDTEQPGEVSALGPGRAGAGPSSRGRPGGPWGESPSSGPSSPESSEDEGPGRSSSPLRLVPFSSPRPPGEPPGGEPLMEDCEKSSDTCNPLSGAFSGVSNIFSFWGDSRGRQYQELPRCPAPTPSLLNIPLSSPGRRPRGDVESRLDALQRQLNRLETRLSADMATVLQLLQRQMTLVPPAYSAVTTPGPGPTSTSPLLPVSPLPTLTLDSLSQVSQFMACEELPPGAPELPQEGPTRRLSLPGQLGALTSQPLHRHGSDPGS
Dyrk1A ADPGlo: Dyrk1A (rat) kinase inhibition | Q63470 | ADP-Glo luminescence, NFATc1 peptide | inhibition, % at 12.5 µM | hit rate 0.43% among 310,000 | AID 504441; in the data active = inhibition above about 50%;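 note: plate controls were vehicle with enzyme for no effect and no enzyme for full effect; many of its hits are not listed in these tables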
KCNQ1 act: human KCNQ1 channel potentiation or activation. AID 2648. B-score at 10 µM. CHO-K1 KCNQ1, thallium flux FluxOR fluorescence; hits give high values. hit rate 0.35% among 310,000;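 active = fluorescence ratio B-score, a plate-corrected score, at least three library SD, with initial intensity B-score within 5 SD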
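System: Stable KCNQ1 CHO-K1 line | Incubation: 90 min dye loading and 20 min compound exposure, both at room temperature | Measure: Ratio B score | Medium: Assay buffer for compound exposure, DMSO matched across wells | Compound dosing: Single-concentration screen | Probe or stimulus: K+/Tl+ depolarizing stimulus | Measured by: Kinetic FluxOR fluorescence, 10 s baseline plus 110 s post-stimulus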
The depositor's hits bear a star; i = inactive; nt = no result given; & = joins results of further samples; ! = a repeat was not active.

SMILES	KCNK3 block	ANO1 block	ANO1 activ	HDAC3 inhib	KCNK9 inh	TRPC4 agonist	TRPC4 potent	KCNQ1 block	hERG protect	Dyrk1A ADPGlo	KCNQ1 act
CCOC(=O)C1=C(CNC(C)(C)CC(C)(C)C)NC(=O)NC1c1cccc([N+](=O)[O-])c1 (configuration not stated)	i	i	i	10	i	i	i	i	-7	-5	i
COCCn1c(C)cc(C2=NNC(=Nc3ccc(F)cc3)SC2)c1C	i	i	i	-5	i	i	i	i	-13	-5	i
CCOC(=O)C1CCCN(c2cc(=O)n(-c3ccccc3Cl)c(=O)[nH]2)C1 (configuration not stated)	i	i	i	nt	i	i	i	i	-11	3	i
CCOC(=O)C1=C(C)NC(=O)C(C(N)=O)C12CCCCC2 (configuration not stated)	i	i	i	-1	i	i	i	i	-4	0	i
CCCC(=O)NC(C)c1nc2ccccc2n1C(C)C (configuration not stated)	i	i	i	nt	i	i	i	i	-7	4	i
O=C(Nc1c(-c2ccccc2)nc2ccccn12)c1cccs1	i	i	i	-3	i	i	i	i	-4	8	i
Cc1cc(SCC(=O)N/N=C/c2ccc(O)c(O)c2O)c(C)cc1Br	i	i	i	-2	i	i	i	i	-50	-1	i
Cc1ccsc1/C=C/c1ccc2cccc(O)c2n1	i	i	i	3	i	i	i	i	0	15	i
CN(C)c1ccc(/C=N/NC(=O)c2nnn(-c3nonc3N)c2CN(C)c2ccccc2)cc1	i	i	i	-7	i	i	i	i	-3	3	i
O=C1/C(=C/c2ccc(C(=O)O)cc2)CCC/C1=C\c1ccc(C(=O)O)cc1	i	i	i	7	i	i	i	i	-6	13	i
Cc1ccc(C(=O)N/C(=C/c2ccc(-c3ccc(Br)cc3)o2)C(=O)NC2CCS(=O)(=O)C2)cc1 (configuration not stated)	i	i	i	-14	i	i	i	i	-9	-12	i
CCOc1ccc(NC(=O)C(C)SC(N)=O)cc1 (configuration not stated)	i	i	i	3	i	i	i	i	3	-5	i
CCSCCOC(=O)C1=C(C)NC2=C(C(=O)CCC2)C1c1coc2ccccc2c1=O (configuration not stated)	i	i	i	3	i	i	i	i	-4	5	i
Cc1nc2nc(-c3cccnc3)[nH]n2c(=O)c1C	i	i	i	1	i	i	i	i	-3	2	i
Cc1cc(OCC(F)(F)C(F)(F)C(F)(F)C(F)(F)C(F)(F)C(F)F)nc(N)n1	i	i	i	nt	i	i	i	i	-4	0	i
Cc1cc(C)c(-c2noc(C(=O)OC(C)(C)C)c2C(=O)OC(C)(C)C)c(C)c1	i	i	i	5	i	i	i	i	-10	-1	i
Cc1cccc(OCC(=O)OC2CCN(C)CC2)c1	i	i	i	4	i	i	i	i	-11	-5	i
Cc1ccc(C(=O)CSc2nnc3c4ccccc4nc(Cc4ccccc4)n23)cc1	i	i	i	5	i	i	i	i	-8	-2	i
O=C(COC(=O)c1cccc(Br)c1)Nc1cccc2c1C(=O)c1ccccc1C2=O	i	i	i	6	i	i	i	i	-5	4	i
C#CCCOC(=O)N1C2=NC(C(=O)OC)=C(C(=O)OC)[C@@H]3N(C)c4ccccc4[C@]23C[C@H]1C(=O)OC	i	i	i	-2	i	i	i	i	-9	6	i
CCOc1ccc(C(=O)NN2CCOCC2)cc1	i	i	i	1	i	i	i	i	-3	-7	i
C#CCO[C@@H]1C[C@H](n2ccc(NC(=O)c3ccccc3)nc2=O)O[C@@H]1CO	i	i	i	10	i	i	i	i	-5	1	i
CC(NC=O)c1nc2ccccc2n1CCc1ccccc1 (configuration not stated)	i	i	i	2	i	i	i	i	-6	11	i
c1ccc(Nc2ccccn2)nc1	i	i	i	-3	i	i	i	i	-5	-4	i
COC(=O)c1ccc(NC(=O)CSc2ccccc2)cc1	i	i	i	6	i	i	i	i	-6	-5	i
CCCCc1ccc(-c2ccc(Br)cc2)nc1	i	i	i	-1	i	i	i	i	-6	-1	i
O=C(c1ccc(N2CCOCC2)c([N+](=O)[O-])c1)N1CCN(Cc2ccccc2)CC1	i	i	i	-9	i	i	i	i	-6	-3	i
COc1ccc(/C=C/C(=O)NCCSCc2ccco2)cc1OC	i	i	i	2	i	i	i	i	-8	3	i
CCn1nnnc1NCc1ccc(OCc2ccc(F)cc2Cl)c(OC)c1	i	i	i	1	i	i	i	i	-5	-3	i
Cc1cc(CN(C)C(=O)c2ccc(OC3CCN(Cc4ccccn4)CC3)cc2)on1	i	i	i	-3	i	i	i	i	-2	3	i
COc1ccc(N2CCN(C(=O)CCNS(=O)(=O)c3ccccc3)CC2)cc1	i	i	i	-3	i	i	i	i	-9	0	i
O=C(Nc1nccs1)c1ccc(COc2ccccc2Br)o1	i	i	i	0	-7.1*	i	i	i	-5	nt	i
O=C(CSCCN1C(=O)c2ccccc2C1=O)Nc1ccc2ccccc2c1	i	i	i	3	i	i	i	i	-9	-9	i
Cc1cc(-n2ccnc2)n2c(nc3ccccc32)c1C#N	i	i	i	-11	i	i	i	i	-2	2	i
Cc1ccc(C(=O)NCC(=O)OCC(=O)NC(C)c2ccccc2)s1 (configuration not stated)	i	i	i	5	i	i	i	i	-14	27	i
COc1cc(NC(=O)COC(=O)/C=C/c2ccc(O)c(OC)c2)cc(OC)c1	i	i	i	-6	i	i	i	i	0	-3	i
CCOc1ccc(OCC)c(-c2c(=O)n(OCc3ccccc3Br)c3ccccc3[n+]2[O-])c1	i	i	i	14	i	i	i	i	-8	1	i
COc1cc(CC(=O)Nc2nc(C)cs2)cc(OC)c1OC	i	i	i	2	i	i	i	i	-7	-7	i
Cc1ccc(NC(=O)c2ccc3snnc3c2)cc1	i	i	i	-12	i	i	i	i	-5	3	i
Cc1ccc(-c2nn(CC(=O)N3CCOCC3)c(=O)c3ccccc23)cc1S(=O)(=O)N(C)C	i	i	i	1	i	i	i	i	-11	1	i
COc1c(C)cc(NC(=O)c2ccc3c(c2)NC(=O)CO3)cc1C	i	i	i	-9	i	i	i	i	-20	5	i
Nc1nonc1-n1nnc(C(=O)N/N=C/c2cccc(Cl)c2)c1-c1ccc2c(c1)OCO2	i	i	i	6	i	i	i	i	-5	0	i
COc1ccc(N(C)S(=O)(=O)c2cccc(C(=O)Nc3ccc(OC)nc3)c2)cc1	nt	i	nt	2	i	i	i	i	-10	nt	i
C/C(=N/NC(=O)CN1CCN(S(=O)(=O)c2ccc(Br)cc2)CC1)c1cccnc1	i	i	i	-7	i	i	i	i	-17	-9	i
COc1cc(C(=O)NC(=S)Nc2ccccc2N2CCOCC2)cc(OC)c1OC	i	i	i	12	i	i	i	i	-10	0	i
CSCCC(C(=O)OCC(=O)c1ccc(C)c(C)c1)N1C(=O)c2ccccc2C1=O (configuration not stated)	i	i	i	9	i	i	i	i	-6	1	i
COc1ccc(NC(=S)N/N=C2/CCCc3c(C)cc(C)cc32)cc1	i	i	i	-1	i	i	i	i	-2	9	i
COc1ccc(N2CCN(C(=O)CSc3nnc4n3C(C)(C)Cc3ccccc3-4)CC2)cc1	i	25*	i	1	i	i	i	i	-13	-8	i
COc1cc(C2C(C#N)=C(N)N(Nc3ccccc3)C3=C2C(=O)CC(C)(C)C3)ccc1OCc1cccc(F)c1 (configuration not stated)	i	i	i	0	i	i	i	i	-10	11	i
Cc1ccc(S(=O)(=O)C2(C(=O)Nc3cccc(F)c3)CC2)cc1	i	i	i	1	i	i	i	i	-9	2	i

Remaining list, next part
SMILES	KCNK3 block	ANO1 block	ANO1 activ	HDAC3 inhib	KCNK9 inh	TRPC4 agonist	TRPC4 potent	KCNQ1 block	hERG protect	Dyrk1A ADPGlo	KCNQ1 act
CCOc1ccc(NC(=O)CNC(=O)c2cccs2)cc1	i	i	i	1	i	i	i	i	-11	11	i
Cc1sc(NC(=O)C(C)C)c(C(=O)Nc2ccccc2)c1C	i	i	i	-4	i	i	i	i	-2	11	i
CC(=O)c1cc2c(cc1NS(=O)(=O)c1ccccc1C)OCO2	nt	i	nt	-5	i	i	i	i	-1	nt	i
COC(=O)c1ccc(NC(=O)CCN2CCCCC2)cc1	i	25*!	i	8&1	i	i	i	i	-13&-14	1&6	i
C=CCOc1cccc(C2/C(=C(/O)c3ccc(F)cc3)C(=O)C(=O)N2CCN2CCOCC2)c1 (configuration not stated)	i	i	i	3	i	i	i	i	-2	-2	i
COc1cccc(NC(=O)CN(C)C(C)C(=O)Nc2ccc(S(=O)(=O)N3CCOCC3)cc2)c1 (configuration not stated)	i	i	i	2	i	i	i	i	-12	0	i
CN(C)C(/C=C/Nc1ccc([N+](=O)[O-])cc1)=C(C#N)C#N	i	i	i	1	i	i	i	i	-7	0	i
CCC(C)N1C(=O)S/C(=C/c2ccc3c(c2)n(C)c(=O)n3C)C1=O (configuration not stated)	i	i	i	-1	i	i	i	i	-10	-67	i
COC(=O)C(C)n1cnc2c(nnn2Cc2ccc(Cl)cc2)c1=O (configuration not stated)	i	i	i	-2	i	i	i	i	-7	0	i
CC(Oc1cc2oc(=O)c3c(c2cc1Cl)CCCC3)C(=O)NCc1cccnc1 (configuration not stated)	i	i	i	-8	i	i	i	i	-7	-2	i
O=C(NCCCN1CCCC1)c1cc2c(Cl)nc3ccccc3c2s1	i	i	i	0	i	i	i	i	-10	48	i
COc1ccc(CNC(=O)N2CCN(c3ccccc3OC)CC2)cc1	i	i	i	-1	i	i	i	i	-10	-10	i
CCc1ccc(C(=O)CSc2nc3ccccc3c(=O)[nH]2)cc1	i	i	i	-2	i	i	i	i	-10	nt	i
CC(C)(C)C(=O)[C@@H]1[C@@H]2C(=O)N(c3ccc4c(c3)OCCO4)C(=O)[C@@H]2C2c3ccccc3C=CN21 (some centres not stated)	i	i	i	5	i	i	i	i	-12	6	i
Nc1cc[n+](CC(=O)c2ccccc2)cc1	i	i	i	-3	i	i	i	i	-5	1	i
Cc1ccc(S(=O)(=O)N2CCN(c3cnn(-c4ccccc4)c(=O)c3Cl)CC2)cc1	i	i	i	-3	i	i	i	i	-10	8	i
NNc1nc(-c2ccccc2Cl)c2cc(Br)ccc2n1	i	i	i	-5	i	i	i	i	-10	9	i

Another view of 2 compounds above:
Structure | KCNK3 block | ANO1 block | ANO1 activ | HDAC3 inhib | KCNK9 inh | TRPC4 agonist | TRPC4 potent | KCNQ1 block | hERG protect | Dyrk1A ADPGlo | KCNQ1 act
CC(C)(C)C(=O)[C@@H]1[C@@H]2C(=O)N(c3ccc4c(c3)OCCO4)C(=O)[C@@H]2C2c3ccccc3C=CN21 (some centres not stated) | i | i | i | 5 | i | i | i | i | -12 | 6 | i
O=C(NCCCN1CCCC1)c1cc2c(Cl)nc3ccccc3c2s1 | i | i | i | 0 | i | i | i | i | -10 | 48 | i

Compound activity: PubChem BioAssay, several laboratories

The list is partial; rates above refer to the full screens.
